AmpC inh detg: AmpC beta-lactamase inhibition with detergent present. Potency, µM (highest dose often 114 µM), for inactives: top-dose activity change, negative = inhibition, usual class: inhibitors. 0.041% of 370,000 active. P00811. AmpC hydrolysis of nitrocefin, absorbance 480 nm, 0.01% Triton; active means well fitted inhibition curve with a large enough effect; inconclusive means small, poorly fitted or top-dose-only effect;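 further: potency means the concentration at half of the fitted maximal effect; 0% = no-compound wells and -100% = no-enzyme wells; nearly all actives have a fitted effect of over 25% in size; some results filed as inactive show a strong effect at the top dose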
Target sequence (P00811 whole entry, looked up): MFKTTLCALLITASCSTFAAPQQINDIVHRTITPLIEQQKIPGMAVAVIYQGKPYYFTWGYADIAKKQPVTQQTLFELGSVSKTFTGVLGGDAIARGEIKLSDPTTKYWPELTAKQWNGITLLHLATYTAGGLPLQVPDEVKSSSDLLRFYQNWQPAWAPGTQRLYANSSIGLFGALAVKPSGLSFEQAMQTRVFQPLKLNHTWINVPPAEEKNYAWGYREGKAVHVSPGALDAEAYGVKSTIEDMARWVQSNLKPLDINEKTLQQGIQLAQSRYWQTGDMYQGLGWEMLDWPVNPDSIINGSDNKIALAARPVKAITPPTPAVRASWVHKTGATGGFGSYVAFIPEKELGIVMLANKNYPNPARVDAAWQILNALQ
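AmpC (5.3 nM in the dispensed reagent) in 20 mM phosphate pH 7.0 with 0.01% (detergent screen) or 0.0001% Triton X-100 was preincubated with compounds for 15 min at room temperature. Nitrocefin was then added from an 800 uM solution, and hydrolysis was followed at 480 nm.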
HCMV antiviral: blocks human cytomegalovirus replication; 4.5% of 410,000 active; HFF cells, HCMV-luciferase reporter, 72 h; active compounds read low; activity change, negative = inhibition, % at 57.5 µM; in the data active means activity change below about -60%; inconclusive means no clear call, values can overlap the other calls; inactive means above about -39%
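Luciferase read-out from HCMV-luciferase-infected HFFs (MOI 1 PFU/cell) 72 h post infection at 37C; compounds added after 16 h cell attachment; activity normalized between buffer-only basal and Salinomycin (10uM) inhibitor controls.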
An asterisk follows results filed as active; ? = inconclusive. Unless noted, on the % scale 0 is the no-effect control and ±100 the full control effect. An excerpt (hit frequency here may not be typical).

SMILES	AmpC inh detg	HCMV antiviral
CS(=O)(=O)Nc1ccccc1C(=O)OCc1cc(=O)n2nc(C3CCCCC3)sc2n1	-6%	-36
CCOc1ccccc1NC(=O)NC(CC)c1c(-n2cccc2)sc2c1CCN(C)C2 (stereo not given)	14%	-2
O=C(NCCOCCn1c(=O)oc2ccccc21)Nc1ccc(F)cc1	19%	-4
Oc1cccc(C(Nc2ccccn2)c2ccc3cccnc3c2O)c1Cl (stereo not given)	21%	-82*
Cc1ccccc1CNC(=O)Cn1ncn2nc(-c3cccs3)cc2c1=O	9%	15
COc1ccc(-c2nc3c4cnn(-c5ccccc5F)c4ncn3n2)cc1	-2%	20
CCCCN(C)S(=O)(=O)c1cc(-c2nnc3c4ccccc4c(C)nn23)ccc1C	-2%	6
CCOc1ccc(CNC(=O)C2CCCN(S(=O)(=O)N(C)c3ccc(F)cc3)C2)cc1OC (stereo not given)	21%	-26
COc1ccccc1NC(=O)c1sc(-c2ccc(Cl)cc2)cc1N	12%	15
COc1ccc(F)cc1S(=O)(=O)Nc1cccc(-c2ccc(N3CCC(C)CC3)nn2)c1	-2%	1
CCC(Cn1nnc2ccccc2c1=O)NC(=O)Nc1cc(C)cc(C)c1 (stereo not given)	17%	106
COc1ccc(-c2nc(C(N)=O)c3c(n2)n(-c2ccccc2OC)c(=O)n3C)c(OC)c1	13%	16
Cc1ccc(-c2nnc(Nc3ccc(S(N)(=O)=O)cc3)c3ccccc23)cc1S(=O)(=O)N1CCCCC1	10%	-4
O=S(=O)(NCCS(=O)(=O)N1CCN(c2ccccc2)CC1)c1ccc(Cl)cc1	26%	-35
CCN1CCN(C(=O)Cn2ncc3c4ccccc4n(Cc4c(C)cc(C)cc4C)c3c2=O)CC1	-5%	-60*
COc1ccc(C2(CNC(=O)C(=O)Nc3cccc(C(F)(F)F)c3)CCCC2)cc1OC	-6%	-10
CCc1ccc(N=C2NC(=O)CC(C(=O)Nc3ccc(OC)cc3)S2)cc1 (stereo not given)	3%	5
Cc1ccc(CN2C(=O)C(O)(c3c(C)[nH]c4ccccc34)c3ccccc32)cc1 (stereo not given)	-6%	17
O=S(=O)(c1ccccc1)c1nnn2c1nc(NCc1ccc(Cl)cc1)c1sccc12	8%	13
COc1ccc(-c2cc(C(=O)Oc3ccc(Br)cc3)c3ccccc3n2)cc1	5%	19
CCc1nn(CC(=O)Nc2cccc(C(C)=O)c2)c(=O)c2cc3sccc3n12	24%	-2
CCc1ccc(NC(=O)c2cnn(-c3c(C)cccc3C)c2C2CCN(C(=O)OC(C)(C)C)CC2)cc1	2%	?
CCN(C(=O)c1cc2c(=O)oc3ccccc3c2s1)c1cccc(C(F)(F)F)c1	-5%	-4
CCOc1ccccc1CNCc1c(C(=O)O)n(Cc2ccccc2)c2cc(OC)ccc12	-11%	14
CCOc1cc(CNC(=O)CN2CCSc3ccccc32)cc(OCC)c1OCC	13%	10
Cc1ccc(Cl)cc1N1CCN(C(=O)Cn2cnc3onc(-c4ccc(F)cc4)c3c2=O)CC1	17%	7
CCn1ccc2cc(S(=O)(=O)N3CCCN(C(=O)Nc4ccccc4C(F)(F)F)CC3)ccc21	22%	15
O=C(Nc1ccc2oc(-c3ccc4ccccc4c3)nc2c1)c1cccc(Cl)c1Cl	15%	-17
Cc1ccc(S(=O)(=O)c2cn(C)c3cc(N4CCOCC4)c(F)cc3c2=O)c(C)c1	20%	-7
CCOC(=O)c1sc(N2C(=O)c3oc4ccc(F)cc4c(=O)c3C2c2cccc(OC)c2)nc1C (stereo not given)	-3%	16

15 consecutive compounds already listed, for reference:
SMILES	AmpC inh detg	HCMV antiviral
Cc1ccc(-c2nnc(Nc3ccc(S(N)(=O)=O)cc3)c3ccccc23)cc1S(=O)(=O)N1CCCCC1	10%	-4
O=S(=O)(NCCS(=O)(=O)N1CCN(c2ccccc2)CC1)c1ccc(Cl)cc1	26%	-35
CCN1CCN(C(=O)Cn2ncc3c4ccccc4n(Cc4c(C)cc(C)cc4C)c3c2=O)CC1	-5%	-60*
COc1ccc(C2(CNC(=O)C(=O)Nc3cccc(C(F)(F)F)c3)CCCC2)cc1OC	-6%	-10
CCc1ccc(N=C2NC(=O)CC(C(=O)Nc3ccc(OC)cc3)S2)cc1 (stereo not given)	3%	5
Cc1ccc(CN2C(=O)C(O)(c3c(C)[nH]c4ccccc34)c3ccccc32)cc1 (stereo not given)	-6%	17
O=S(=O)(c1ccccc1)c1nnn2c1nc(NCc1ccc(Cl)cc1)c1sccc12	8%	13
COc1ccc(-c2cc(C(=O)Oc3ccc(Br)cc3)c3ccccc3n2)cc1	5%	19
CCc1nn(CC(=O)Nc2cccc(C(C)=O)c2)c(=O)c2cc3sccc3n12	24%	-2
CCc1ccc(NC(=O)c2cnn(-c3c(C)cccc3C)c2C2CCN(C(=O)OC(C)(C)C)CC2)cc1	2%	?
CCN(C(=O)c1cc2c(=O)oc3ccccc3c2s1)c1cccc(C(F)(F)F)c1	-5%	-4
CCOc1ccccc1CNCc1c(C(=O)O)n(Cc2ccccc2)c2cc(OC)ccc12	-11%	14
CCOc1cc(CNC(=O)CN2CCSc3ccccc32)cc(OCC)c1OCC	13%	10
Cc1ccc(Cl)cc1N1CCN(C(=O)Cn2cnc3onc(-c4ccc(F)cc4)c3c2=O)CC1	17%	7
CCn1ccc2cc(S(=O)(=O)N3CCCN(C(=O)Nc4ccccc4C(F)(F)F)CC3)ccc21	22%	15

Other compounds:
SMILES	AmpC inh detg	HCMV antiviral
CCc1ccc(CNc2nc3nc(C)c(Cc4ccccc4)c(=O)n3[nH]2)cc1	-5%	-2
Cc1nnc(N2CCN(C(=O)NCCC(C)C)CC2)c2nn(-c3ccc(Cl)cc3)c(C)c12	20%	18
Cc1nc(-c2ccc(S(=O)(=O)NCc3ccccc3Cl)cc2)co1	6%	26
CC(C)Oc1ccc(CNC(=O)c2ccc(NC(=O)c3nsc4ccccc34)cc2)cc1	18%	68
Cc1ccc(NC(=O)C2CCCN(S(=O)(=O)c3cccc4cccnc34)C2)cc1Cl (stereo not given)	-7%	-7
Cc1ccc(NC(=O)Cn2cnc3onc(-c4ccc(F)cc4)c3c2=O)c(Cl)c1	21%	7
CN1CCN(C2(CNC(=O)COc3ccc(C(C)(C)C)cc3)CCCCC2)CC1	18%	?
CCc1ccccc1N1C(=O)N(CC(=O)c2ccc(OC)cc2)c2ccccc2S1(=O)=O	-2%	7
COc1cccc(NC(=O)/C(C#N)=C/c2c(C)n(Cc3ccccc3)c3ccccc23)c1	14%	-27
COc1ccc(CNC(=O)c2cc(-c3ccc(C)c(C)c3)n[nH]2)cc1	13%	62
Cc1ccn2c(Nc3ccc(F)cc3)c(-c3ccccn3)nc2c1	21%	-10
Cc1ccc(N(C)C(=O)c2cnc(N3CCOCC3)c3ccccc23)cc1C	6%	-4
Cc1ccc(CN2COc3cc(C)c4c(oc(=O)c5ccccc54)c3C2)cc1	3%	9
COc1cccc(NC(=O)CCc2nnc3n(Cc4ccccc4Cl)c(=O)c4ccccc4n23)c1	21%	1
Cc1ccc(CNS(=O)(=O)c2ccc(F)c(C(=O)Nc3ccc(C)c(F)c3)c2)cc1	5%	-4
CN(C)C(=O)c1ccc(S(=O)(=O)NCc2ccccc2Cl)s1	13%	-7
Cn1cc(S(=O)(=O)c2ccccc2)c(=O)c2cc(F)c(N3CCCC3)cc21	-7%	5
Cc1nn(-c2ccc(N3CCCC3)nn2)c(C)c1CCC(=O)Nc1ccccc1	20%	-16
Cc1ccc(Cl)cc1Nc1sc(C(=O)c2ccc(F)cc2)c(N)c1S(C)(=O)=O	18%	-6
COc1ccc(-c2oc3ncn4nc(-c5ccccc5OC)nc4c3c2-c2ccc(OC)cc2)cc1	-9%	4
CCOc1ccc(CNC(=O)c2ccc3c(c2)nc2n3CCOC2)cc1	-1%	28
CCOc1cccc2cc(-c3nc(-c4ccccc4C)no3)c(=O)oc12	20%	?
O=S(=O)(Nc1ccc(-c2ccc(N3CCCCCC3)nn2)cc1)c1ccc(C(F)(F)F)cc1	-3%	21
COc1ccccc1CNC(=O)c1ccc(N2CCCC2)c(NC(=O)NCCC(C)C)c1	-8%	2
Cc1ccc(NC(=O)C2CCCN2S(=O)(=O)c2cccc3nsnc23)c(C)c1 (stereo not given)	5%	-6
CC(Oc1ccccc1)C(=O)Nc1ccc(C(=O)OCc2cc(=O)n3nc(C(C)C)sc3n2)cc1 (stereo not given)	6%	29
COc1ccc2occ(CC(=O)Nc3ccc(S(=O)(=O)Nc4nccc(C)n4)cc3)c2c1	2%	8
N#Cc1c(C(F)(F)F)cc(-c2cccs2)nc1SCC(=O)Nc1ccccc1F	0%	-31
Cc1ccc(NC(=O)/C(C#N)=C/c2ccc(C)o2)cc1	13%	110
CCOC(=O)c1ccccc1NC(=O)Cn1c(=O)n(CCC(=O)N2CCc3ccccc3C2)c(=O)c2ccccc21	23%	-11
COC(=O)c1cc(NS(=O)(=O)c2ccc3c(c2)OCCO3)ccc1Cl	25%	-6
CCCC(=O)NCCc1nc2ccccc2n1Cc1c(F)cccc1Cl	6%	-24
CCC(=O)N1CCc2cc(Br)cc(S(=O)(=O)CCC(=O)N3CCN(c4ccccc4OC)CC3)c21	-8%	4
COc1ccc(NC(=O)C(C)Sc2cc(-c3ccccc3)nc(C)n2)cc1Cl (stereo not given)	17%	?
CCC(=O)N1CCc2cc(Br)cc(S(=O)(=O)CCC(=O)Nc3cccc(CC)c3)c21	7%	-4
CCn1c(=O)c2cc(C(=O)NCCCN3CCC(C)CC3)sc2c2ccccc21	-9%	-76*
Clc1cccc(N2CCN(c3c4c(nc5nncn35)CCC4)CC2)c1	-3%	-65*
CC(C)(C)C(=O)Nc1ccc2nc(SCC(=O)N3CCOCC3)sc2c1	3%	-15
CCOc1ccc(CNC(=O)C2Cc3cc(S(=O)(=O)N4CCCCCC4)ccc3N2C(C)=O)cc1 (stereo not given)	1%	8
Cc1cc(S(=O)(=O)N2CCN(Cc3noc(CCC(=O)N4CCCCC4)n3)CC2)ccc1F	1%	-110*
CCN(CC)S(=O)(=O)c1ccc2c(c1)N(CC(=O)Nc1c(C)cccc1C)C(=O)C1CCCN21 (stereo not given)	21%	30
COC(=O)c1ccccc1NC(=O)Cn1nnc2sc(-c3ccccc3)cc2c1=O	14%	19
COc1cccc(C(=O)N2CCc3c([nH]c4ccccc34)C2c2ccc(SC)cc2)c1 (stereo not given)	26%	-64*
Cc1cccc(C(c2sc3nc(-c4ccco4)nn3c2O)N2CCN(c3ccccc3)CC2)c1 (stereo not given)	2%	15
Cc1ccc(C(C)C)c(OCCSc2nc3ccccc3n2CC(O)CO)c1 (stereo not given)	0%	-14
CCCCCn1c(=O)[nH]c2cc(C(=O)N3CCN(c4cccc(C(F)(F)F)c4)CC3)ccc2c1=O	12%	8
Cc1ccc(-c2nn3c(-c4ccccc4C)nnc3c3ccccc23)cc1	21%	-39
COc1ccc(C2CC(=O)N3CN(C4CCCCC4)CSC3=C2C#N)c(OC)c1 (stereo not given)	-2%	-7
Cc1cc(C(=O)NCc2ccccc2Cl)c2c(C)nn(-c3cccc(F)c3)c2n1	2%	1
COc1ccccc1-c1c(C(F)(F)F)oc2c(CN3CCCCC3C)c(O)ccc2c1=O (stereo not given)	15%	-4
CC(C)c1ccc(NC(=O)CSC2=Nc3ccccc3C3=NC(CC(=O)NC4CCCCC4)C(=O)N23)cc1 (stereo not given)	-5%	-26
CCOc1cc(-c2ccc(OC(=O)c3ccc(Cl)cc3)c(OC)c2)cc(=O)c2c(C)oc(C)c12	-4%	23
Cc1ccc(-n2ncc3c(Nc4ccccc4C)ncnc32)cc1	5%	-3
COc1ccc(NC(=O)NC(C)c2c(-n3cccc3)sc(C)c2C)cc1OC (stereo not given)	9%	-77*
Cc1ccc(N(Cc2cccs2)C(=O)Nc2cccc(Cl)c2)cc1	19%	-4
COc1cccc(-n2c(-c3ccccc3F)nc3c(cnn3-c3ccc(C)cc3)c2=O)c1	-1%	-8
COc1ccc(-c2nn(C)c3sc(C(=O)Nc4cccc(F)c4)cc23)cc1OC	13%	-85*
CC(C)CCNc1nc(Nc2ccccc2)c2cnn(C)c2n1	?	52
CN(C)c1ccc(CNC(=O)c2ccc(Cn3c(=O)c4cccn4c4cccnc43)cc2)cc1	12%	81
CCc1ccc2oc(C(=O)Nc3nc(-c4ccccc4)ns3)c(C)c2c1	26%	84

Following part:
SMILES	AmpC inh detg	HCMV antiviral
CC(C)c1ccc(S(=O)(=O)N2CCC(n3c(C(F)(F)F)nc4cccnc43)CC2)cc1	2%	1
CC1CCCN(Cc2nc3c(c(=O)n(C)c(=O)n3C)n2Cc2ccc(Cl)cc2Cl)C1 (stereo not given)	-6%	3
O=C(Nc1ccccc1)N(Cc1cccc(Cl)c1)c1ccccn1	11%	-8
Cn1c(=O)[nH]c2cc(-c3noc(-c4ccc(Br)cc4)n3)ccc21	3%	-11
COc1ccc(NC(=O)C(=O)NCCc2sc(-c3ccc(Cl)cc3)nc2C)cc1	2%	23
CCOC(=O)c1cc2c(=O)n3ccccc3nc2n(C)c1=NC(=O)c1cc2ccccc2o1	2%	-12

Assay outcomes as filed in PubChem.
